VP16 counter: Gal4-VP16 reporter inhibition counter-screen. Potency, µM (doses to about 53.6 µM), without a hit: at the top dose activity, negative = inhibition, hits mostly inhibitors. AID 2546. Drosophila S2 Gal4-VP16 UAS-luciferase, luminescence, 20 h. actives 3.5% (n = 310,000);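 further: Gal4-VP16 expression switched on by copper sulfate through the metallothionein promoter; on the % scale 0 is the no-effect control and ±100 the full control effect; nearly all actives have a fitted effect of over 50% in size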
Rab9 promoter act: activates the Rab9 promoter; Potency, µM (top dose mostly 9.22 µM), for inactives: at the highest dose activation, negative = inhibition, hits mostly activators; actives 2.8% (n = 320,000); AID 485297; Huh7 Rab9 promoter-luciferase reporter, luminescence, 24 h; further: % of control where 0% means no effect; nearly all actives have a fitted effect of over 60% in size
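Cell-based reporter: Huh7 stable for Rab9 promoter-driven luciferase, plated in reduced-serum medium with 10% FBS at 1500 cells/well, compound-treated 24 h at 37 °C, luminescence read after 10 min reagent.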
NPC1 prom act: activators of NPC1 promoter; Huh7 NPC1 promoter luciferase reporter, 24 h; Potency, µM (doses to about 9.22 µM), inactives show at the highest dose activation, actives largely listed as activators; actives 2.4% (n = 320,000); AID 485313;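 further: % of control where 0% means no effect; nearly all actives have a fitted effect of over 60% in size; reporter is driven by a mutant NPC1 promoter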
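Luminescence read-out of NPC1 promoter-driven luciferase in stably transfected Huh7 cells; compounds delivered in DMSO and left 24 h at 37C, 5% CO2, qHTS titration format.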
uPA surface inh: inhibitors of cell surface uPA generation; cell surface uPA generation assay, qHTS; Potency, µM (highest dose often 38.3 µM), for the others: at the highest dose activity change, negative = inhibition, hits mostly inhibitors; actives 0.31% (n = 330,000); active means well fitted inhibition curve with a large enough effect; inconclusive means small, poorly fitted or top-dose-only effect; inactive means no such curve, though single readings can be large or run the other way; tested in mouse RAW 264.7 cells; further: on the % scale 0 is the no-effect control and ±100 the full control effect; nearly all actives have a fitted effect of over 55% in size
MLL CXXC-DNA inh: MLL CXXC-DNA interaction inhibition; MLL-CXXC / FITC-HOXA9 DNA fluorescence polarization; actives 0.037% (n = 290,000); AID 2662; Potency, µM (top dose mostly 115 µM), for inactives: top-dose activity change, negative = inhibition, actives largely listed as inhibitors; active means well fitted inhibition curve with a large enough effect in the polarisation, with a control signal flat, not every such curve was filed as active; inconclusive means small, poorly fitted or top-dose-only effect, or effect the other way, or a change in a side signal; inactive means no such curve, though single readings can be large or run the other way; the % refers to the polarisation
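Steps: dispense CXXC domain solution (7 uM) → pin compounds or unlabeled HOX-A9 DNA control → 5 min ambient → add FLSN-HOX-A9 solution (50 nM) → spin → 30 min ambient → fluorescence polarization. Tris pH 7.5/NaCl/DTT/BSA buffer.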
MBNL1 CUG block: blocks human MBNL1 binding to CUG repeat RNA; Q9NR56; TR-FRET MBNL1-His/biotin-(CUG)12 binding, 665/545 ratio; Potency, µM (doses to about 57.5 µM), without a hit: at the top dose activity change, negative = inhibition, actives largely listed as inhibitors; actives 0.036% (n = 280,000); AID 2675; active means well fitted inhibition curve with a large enough effect in the signal ratio, with a control signal flat, not every such curve was filed as active; inconclusive means small, poorly fitted or top-dose-only effect, or effect the other way, or a change in a side signal; inactive means no such curve, though single readings can be large or run the other way; the % refers to the signal ratio; further: on the % scale 0 is the no-effect control and ±100 the full control effect
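MBNL1-His + Biotin-(CUG)12, cpd titration 92 nM–58 uM; Tb anti-His Ab 0.055 ng/ul, SA-XL665 5 nM (final); 60 min RT; ratiometric 665/545 nm, Ex 340 nm; normalized to buffer and full-complex controls.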
RORgamma inh: ROR gamma (mouse) transcription inhibition; P51450; Drosophila S2 Gal4-RORgamma UAS-luciferase reporter, 20 h; Potency, µM (top dose mostly 53.6 µM), for the others: top-dose activity change, negative = inhibition, most hits filed as inhibitors; actives 5.4% (n = 310,000); further: on the % scale 0 is the no-effect control and ±100 the full control effect; nearly all actives have a fitted effect of over 60% in size
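In this cell-based reporter format, copper sulfate (700 uM final) drives Gal4–ROR gamma fusion expression from a metallothionein promoter in Drosophila Schneider cells; compounds preincubated 1 hr, reporter read after 20 hr at ambient temperature.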
FLuc counter: firefly luciferase modulation, counter-screen for miR-21 project | P08659 | purified FLuc, Km substrates, luminescence inhibition | Potency, µM (titrated, usually from 57.5 µM), for inactives: at the highest dose activity change, negative = inhibition, most hits filed as inhibitors | actives 6.9% (n = 360,000) | AID 588342;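 further: plate controls were vehicle for no effect and reference inhibitor for full effect; nearly all actives have a fitted effect of over 55% in size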
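Biochemical qHTS of compounds, final roughly 60 µM downward over six points, against 10 nM purified firefly luciferase using Km concentrations of substrates (10 uM D-luciferin, 10 uM ATP) in Tris acetate pH 7.5 buffer; luminescence output.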
BRCA1 expr up: increases BRCA1 expression | MCF7-BRCA1-FFLuc reporter, luminescence, 48 h; response scale: scaled: vehicle 0%, 10 µM genistein 100% | Potency, µM (top dose mostly 46.1 µM), for inactives: at the highest dose activation, hits mostly activators | actives 1.1% (n = 380,000); further: nearly all actives have a fitted effect of over 80% in size; some results filed as inactive show a strong effect at the top dose
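Cells: MCF7-BRCA1-FFLuc, 2000/well. Exposure: 48 h, 37 °C, 5% CO2. Read: luminescence, 15 min post-substrate. Controls: genistein 10 microM (maximal activation), DMSO (neutral).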
p53 reactivation: restores transcriptional activity of mutant p53; H1299 p53-A138V BP100-luciferase reporter, luminescence, 24 h; AID 504706; Potency, µM (titrated, usually from 92.2 µM), for inactives: at the highest dose activity change, positive = activation, most hits filed as activators; actives 0.063% (n = 320,000); further: % of control where 0% means no effect; nearly all actives have a fitted effect of over 45% in size
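H1299 (p53-null), stable ts p53-A138V + BP100-Luc; 1000 cells/well, Opti-MEM/10% FBS; cpd 4 pt, 1:5; 24 h, 37 deg C, 5% CO2; detection reagent 10 min RT; luminescence.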
ELG1 genotox: genotoxicity induction in ELG1-luciferase HEK293T cells; HEK293T ELG1-luciferase reporter, luminescence, 16 h; Potency, µM (doses to about 46 µM), inactives show at the top dose activity change, positive = activation, hits mostly activators; actives 1.3% (n = 330,000); further: % of control where 0% means no effect; nearly all actives have a fitted effect of over 60% in size
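Genotoxicity was scored as increased ELG1-luciferase reporter signal, measured by ONE-Glo luminescence (30 min, room temperature). Compound or vehicle exposure of the HEK293T reporter cells lasted 16 hr at 37°C.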
Active calls of the source: *; [ ] = dose if it differs, or a comment. Unless noted, the call rests on the fitted dose curve; in most records, active means well fitted curve in the direction sought with a large enough effect; inconclusive means small, poorly fitted or top-dose-only effect, or another doubt; inactive means no such curve, though single readings can be large; an effect the other way counts as inactive or inconclusive. Potency means the concentration at half of the fitted maximal effect. The list is partial; count on the stated rates, not on these rows.

Start of the data: the first 2 records, ahead of the listing:
What do the screens show for `COCCn1c(SCC(=O)NCC2CCCO2)nc2c(c1=O)SCC2` (configuration not stated)?
VP16 counter: 0%; Rab9 promoter act: -2%; NPC1 prom act: -5%; uPA surface inh: 9%; MLL CXXC-DNA inh: 10%; MBNL1 CUG block: 11%; RORgamma inh: -28%; FLuc counter: -3%; BRCA1 expr up: -2%; p53 reactivation: 12%; ELG1 genotox: 2%

How did Cc1ccc(CNC(=O)C2(S(=O)(=O)c3ccccc3)CC=CC2)cc1 do in these assays?
VP16 counter: inconclusive; Rab9 promoter act: 4µM*; NPC1 prom act: 4µM*; uPA surface inh: -15%; MLL CXXC-DNA inh: -1%; MBNL1 CUG block: -4%; RORgamma inh: -4%; FLuc counter: 15µM*; BRCA1 expr up: inconclusive; ELG1 genotox: inconclusive

This part in full, from the first entry:
What do the screens show for `COCCn1c(SCC(=O)NCC2CCCO2)nc2c(c1=O)SCC2` (configuration not stated)?
VP16 counter: 0%; Rab9 promoter act: -2%; NPC1 prom act: -5%; uPA surface inh: 9%; MLL CXXC-DNA inh: 10%; MBNL1 CUG block: 11%; RORgamma inh: -28%; FLuc counter: -3%; BRCA1 expr up: -2%; p53 reactivation: 12%; ELG1 genotox: 2%

How did Cc1ccc(CNC(=O)C2(S(=O)(=O)c3ccccc3)CC=CC2)cc1 do in these assays?
VP16 counter: inconclusive; Rab9 promoter act: 4µM*; NPC1 prom act: 4µM*; uPA surface inh: -15%; MLL CXXC-DNA inh: -1%; MBNL1 CUG block: -4%; RORgamma inh: -4%; FLuc counter: 15µM*; BRCA1 expr up: inconclusive; ELG1 genotox: inconclusive

Results for Cc1nnc2ccc(N3CCN(c4ccccn4)CC3)nn12 ?
VP16 counter: 0%; Rab9 promoter act: 1%; NPC1 prom act: -1%; uPA surface inh: 23%; MLL CXXC-DNA inh: 6%; MBNL1 CUG block: -4%; RORgamma inh: -18%; FLuc counter: 6%; BRCA1 expr up: -17%; p53 reactivation: -2%; ELG1 genotox: inconclusive

Results for CCOc1cc(/C=N\NC(=O)Cn2nnc3ccccc32)ccc1O ?
VP16 counter: 5%; Rab9 promoter act: -2%; NPC1 prom act: -3%; uPA surface inh: -3%; MLL CXXC-DNA inh: 2%; MBNL1 CUG block: 8%; RORgamma inh: 26%; FLuc counter: 6%; BRCA1 expr up: 0%; p53 reactivation: -4%; ELG1 genotox: 0%

What do the screens show for `Cc1c(O)ccc2c(CN(C)Cc3ccccc3)cc(=O)oc12`?
VP16 counter: inconclusive; Rab9 promoter act: -1%; NPC1 prom act: 13%; uPA surface inh: 0%; MLL CXXC-DNA inh: 1%; MBNL1 CUG block: -4%; RORgamma inh: 23%; FLuc counter: inconclusive; BRCA1 expr up: -2%; p53 reactivation: 9%; ELG1 genotox: 1%

How did Cc1ccc(-c2cnn(-c3cccc([N+](=O)[O-])c3)c2N)cc1 do in these assays?
VP16 counter: 5%; Rab9 promoter act: 3.2µM*; NPC1 prom act: 2.2µM*; uPA surface inh: 10%; MLL CXXC-DNA inh: 5%; MBNL1 CUG block: inconclusive; RORgamma inh: 14%; FLuc counter: 12µM*; BRCA1 expr up: 5.6µM*; p53 reactivation: -2%; ELG1 genotox: inconclusive

What do the screens show for `O=C(OCCN=C1NS(=O)(=O)c2ccccc21)C1CC(=O)N(c2ccc(Cl)cc2)C1` (configuration not stated)?
Rab9 promoter act: 2%; NPC1 prom act: -1%; uPA surface inh: 6%; MLL CXXC-DNA inh: 2%; MBNL1 CUG block: -4%; RORgamma inh: 7%[0.365 µM]; FLuc counter: 3%; BRCA1 expr up: 0%; p53 reactivation: 3%; ELG1 genotox: -3%

How did CSCCC(NS(=O)(=O)c1ccc(F)cc1)C(=O)NCc1ccc(S(N)(=O)=O)cc1 (configuration not stated) do in these assays?
VP16 counter: -4%; Rab9 promoter act: -3%; NPC1 prom act: 3%; uPA surface inh: -19%; MLL CXXC-DNA inh: -2%; MBNL1 CUG block: 5%; RORgamma inh: 22%; FLuc counter: -1%; BRCA1 expr up: -3%; p53 reactivation: 1%; ELG1 genotox: -3%

What do the screens show for `Cc1cccc(N/C=C/C(=O)c2ccc(Cl)cc2)c1`?
VP16 counter: inconclusive; Rab9 promoter act: 0.35µM*; NPC1 prom act: 0.56µM*; uPA surface inh: inconclusive; MLL CXXC-DNA inh: 29%; MBNL1 CUG block: 6%; RORgamma inh: 3.2µM*; FLuc counter: 0.67µM*; BRCA1 expr up: inconclusive; p53 reactivation: inconclusive; ELG1 genotox: inconclusive

How did Cc1cccc(C)c1NC(=O)CSc1nnc(CCCCCNC(=O)OC(C)(C)C)o1 do in these assays?
VP16 counter: 1%; Rab9 promoter act: -4%; NPC1 prom act: -3%; uPA surface inh: -1%; MLL CXXC-DNA inh: 11%; MBNL1 CUG block: -3%; RORgamma inh: inconclusive; FLuc counter: -13%; BRCA1 expr up: 5%; p53 reactivation: 2%; ELG1 genotox: -7%

How did Nc1nc(SCC(=O)Nc2ccc([N+](=O)[O-])cc2Br)n[nH]1 do in these assays?
VP16 counter: -14%; Rab9 promoter act: -9%; NPC1 prom act: -4%; uPA surface inh: 1%; MLL CXXC-DNA inh: -1%; MBNL1 CUG block: inconclusive; RORgamma inh: inconclusive; FLuc counter: 2%; BRCA1 expr up: 20%; p53 reactivation: -5%; ELG1 genotox: -3%

Results for CC(C)(C)C(=O)NC(=S)Nc1ccccc1F ?
VP16 counter: inconclusive; Rab9 promoter act: inconclusive; NPC1 prom act: 22%; uPA surface inh: 3%; MLL CXXC-DNA inh: -1%; MBNL1 CUG block: 0%; RORgamma inh: 13µM*; FLuc counter: inconclusive; BRCA1 expr up: 34%; p53 reactivation: inconclusive; ELG1 genotox: 11%

How did CCOc1ccc(NC(=O)CN(C)C(=O)CC2CCCC2)cc1OCC do in these assays?
Rab9 promoter act: 8%; NPC1 prom act: 4%; uPA surface inh: -20%; FLuc counter: 1%; BRCA1 expr up: 27%; p53 reactivation: 0%; ELG1 genotox: -4%

Results for CCC(=O)Nc1sc(C(=O)Nc2ccccc2F)c(C)c1C(=O)OC ?
VP16 counter: 7%; Rab9 promoter act: 0%; NPC1 prom act: 0%; uPA surface inh: 8%; MLL CXXC-DNA inh: -11%; MBNL1 CUG block: 62%[activator]; RORgamma inh: -25%; FLuc counter: 7.6µM*; BRCA1 expr up: inconclusive; p53 reactivation: 1%; ELG1 genotox: -1%

What do the screens show for `O=C(NNC(=O)c1cccnc1Cl)c1ccc(F)cc1`?
VP16 counter: -16%; Rab9 promoter act: 7%; NPC1 prom act: 1%; uPA surface inh: 1%; MLL CXXC-DNA inh: 5%; MBNL1 CUG block: 2%; RORgamma inh: -13%; FLuc counter: -3%; BRCA1 expr up: 16%; p53 reactivation: inconclusive; ELG1 genotox: 2%

How did c1cc(C(c2nnnn2C2CCCCC2)N2CCN3CCCC3C2)ccn1 (configuration not stated) do in these assays?
VP16 counter: 1%; Rab9 promoter act: 2%; NPC1 prom act: 0%; uPA surface inh: -1%; MLL CXXC-DNA inh: 3%; MBNL1 CUG block: 9%; RORgamma inh: -14%; FLuc counter: -2%; BRCA1 expr up: 7%; p53 reactivation: 0%; ELG1 genotox: 0%

How did Cc1ccc(SCCNS(=O)(=O)c2ccc(F)cc2)cc1 do in these assays?
VP16 counter: inconclusive; Rab9 promoter act: -8%; NPC1 prom act: 0%; uPA surface inh: 1%; MLL CXXC-DNA inh: 0%; MBNL1 CUG block: -9%; RORgamma inh: inconclusive; FLuc counter: 1%; BRCA1 expr up: 1%; p53 reactivation: -1%; ELG1 genotox: -6%

What do the screens show for `Cc1ccc(/C=N/NS(=O)(=O)c2ccccc2)o1`?
VP16 counter: -17%; Rab9 promoter act: -4%; NPC1 prom act: -3%; uPA surface inh: -2%; MLL CXXC-DNA inh: 20%; MBNL1 CUG block: 0%; RORgamma inh: -5%; FLuc counter: 3%; BRCA1 expr up: 0%; p53 reactivation: inconclusive; ELG1 genotox: 9%

Compound activity from PubChem BioAssay.
